SR-BI uptake up: activators of SR-BI mediated HDL lipid uptake; CHO ldlA[mSR-BI] cells, DiI-HDL uptake fluorescence, 3 h; 100 = double the neutral-control signal; 320,000 tested, 0.096% active; activation, % at 12.5 µM;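 active = mean replicate activation of at least 60% and every replicate at or above 60%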;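 also: 0% = median plate neutral-control signal and 100% = twice that signal; values of inactives mirror those of a sister screen read the other way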
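Test system: SR-BI-overexpressing, LDLR-lacking CHO cells; Also added: labelled HDL, 10 µg/mL; Measured by: bottom-read cell fluorescence after medium removal, ex 550/em 595 nm; Timing: 3 h uptake period with compound, 37 °C; Buffer or medium: F12, 0.5% BSA, 25 mM HEPES; Doses: single compound concentration, delivered by pin transfer.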
cardiac RTF act: increases calcium sensitivity of human cardiac regulated thin filaments | 340,000 tested, 0.24% active | AID 493008 | P19429+P45379 | IANBD-labeled TnC RTF fluorescence at EC20 calcium; 0% EC20 calcium, 100% full calcium | activation, % at 7.2 µM;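 active = activation above the mean over all tested compounds plus 3 SD, cut at about 30% in these data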;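 also: rise in fluorescence read as greater calcium sensitivity of cardiac thin filaments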
Wnt act: activates Wnt/beta-catenin signaling in a reporter cell assay; activation, % at 9.35 µM; 300,000 tested, 1.2% active; AID 743398; activator, plate reader; in the data active = activation above about 30%, passing the limit was not always enough;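 also: 0% = neutral control wells and 100% = positive control wells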
CDK5 p35 inh: blocks human CDK5/p35 kinase activity; inhibition, % at 10 µM; 330,000 tested, 0.01% active; Recombinant CDK5/p35, ADP-Glo luminescence, 60 min; Q00535+Q15078;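 active = highest replicate inhibition of at least 50% and at least 75% of replicates reaching 50%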;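 also: plate controls were DMSO neutral control for no effect and GW8510 at 10 µM for full effect; many of its hits are not listed in these tables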
MITF act: activators of MITF-driven TRPM1 promoter activity in SK-MEL-5 cells. SK-MEL-5 TRPM1-promoter luciferase, 24 h; % of positive control, neutral wells = 0. activation, % at 12.5 µM. 300,000 tested, 0.75% active;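 active = mean activation of at least 80% with every replicate also reaching 80%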;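 also: 0% = neutral control wells and 100% = parthenolide positive control wells; values of inactives mirror those of a sister screen read the other way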
Rtt109 Vps75: C. albicans Rtt109 histone acetyltransferase inhibition. AID 540336. purified Rtt109/Vps75, ThioGlo CoA-SH fluorescence, 4 h. 330,000 tested, 0.16% active. inhibition, % at 34.9 µM. Q5AAJ8;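 active = inhibition of at least 50% in every replicate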
Target sequence (Q5AAJ8 whole entry, looked up): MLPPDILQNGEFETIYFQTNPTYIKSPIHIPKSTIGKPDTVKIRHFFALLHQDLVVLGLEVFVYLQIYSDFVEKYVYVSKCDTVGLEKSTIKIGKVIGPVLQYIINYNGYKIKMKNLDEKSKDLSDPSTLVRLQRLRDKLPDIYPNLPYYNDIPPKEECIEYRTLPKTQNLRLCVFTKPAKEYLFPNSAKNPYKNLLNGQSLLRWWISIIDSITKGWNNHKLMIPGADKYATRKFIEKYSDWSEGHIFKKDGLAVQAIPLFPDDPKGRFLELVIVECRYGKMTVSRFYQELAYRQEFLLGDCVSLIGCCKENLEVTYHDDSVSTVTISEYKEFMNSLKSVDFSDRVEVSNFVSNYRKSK
HTR5A ag ctr: counter-screen for OPRM1-OPRD1 agonists: human HTR5A agonism; HTR5A agonist assay, luminescence, cell-based; 340,000 tested, 0.61% active; activation, % at 9.3 µM; AID 504692; P47898; in the data active = activation mostly above about 9.5%, no sharp cut-off; inactive = mostly below about 7.6%;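 also: 0% = cells with vehicle only and 100% = reference agonist; strong numbers were not always called active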
Target sequence (P47898 whole entry, looked up): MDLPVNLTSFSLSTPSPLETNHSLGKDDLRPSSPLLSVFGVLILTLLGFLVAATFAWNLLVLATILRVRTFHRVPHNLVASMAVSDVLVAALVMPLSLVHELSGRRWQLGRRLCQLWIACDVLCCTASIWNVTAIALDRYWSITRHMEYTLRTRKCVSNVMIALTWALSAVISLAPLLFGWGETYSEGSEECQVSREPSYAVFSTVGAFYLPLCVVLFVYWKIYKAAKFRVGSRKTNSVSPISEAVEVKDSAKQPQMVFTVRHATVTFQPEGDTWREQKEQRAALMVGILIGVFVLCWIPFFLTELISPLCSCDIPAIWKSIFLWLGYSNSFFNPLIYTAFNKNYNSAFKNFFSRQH
dFosB act: enhances mouse delta FosB homodimer DNA binding; P13346; purified delta FosB, TAMRA-CDK5 oligo fluorescence polarization; percent of positive-control signal above neutral wells; activation, % at 25 µM; 340,000 tested, 0.99% active;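 active = mean activation above about 17%, with every replicate also reaching it, limit read from the data, passing the limit was not always enough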;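 also: fluorescence polarization rise as delta FosB binds a TAMRA Cdk5 AP-1 oligo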
Target sequence (P13346 whole entry, looked up): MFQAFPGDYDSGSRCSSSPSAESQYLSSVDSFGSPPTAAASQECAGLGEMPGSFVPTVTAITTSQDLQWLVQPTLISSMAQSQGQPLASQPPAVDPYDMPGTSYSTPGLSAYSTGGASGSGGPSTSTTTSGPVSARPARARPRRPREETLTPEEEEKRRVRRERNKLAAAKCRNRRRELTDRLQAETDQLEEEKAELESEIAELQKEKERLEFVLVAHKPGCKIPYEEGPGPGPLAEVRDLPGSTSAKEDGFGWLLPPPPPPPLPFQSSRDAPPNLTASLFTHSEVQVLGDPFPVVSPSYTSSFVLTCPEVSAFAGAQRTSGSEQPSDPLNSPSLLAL
SR-BI HDL uptake: blocks mouse SR-BI lipid uptake from DiI-HDL; Q61009; ldlA[mSR-BI] CHO cells, DiI-HDL uptake fluorescence, 3 h; inhibition, % at 12.5 µM; 320,000 tested, 0.96% active; AID 488896;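 active = mean replicate inhibition of at least 70% and a set share of replicates each scoring 70 or more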;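 also: 0% = median of neutral control wells and 100% = median of positive control wells; values of inactives mirror those of a sister screen read the other way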
PvdQ acylase: blocks Pseudomonas aeruginosa PvdQ acylase activity; inhibition, % at 10 µM; 340,000 tested, 0.063% active; purified PvdQ acylase, fluorescence plate reader; AID 488965; in the data active = inhibition above about 30%, passing the limit was not always enough;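 also: 0% = vehicle neutral wells and 100% = reference inhibitor wells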
* hit, by the source's call; / = not tested or not shown. The order is random (roughly 4.4% active in at least one column).

Preview, two compounds:
canonical_smiles	SR-BI uptake up	cardiac RTF act	Wnt act	CDK5 p35 inh	MITF act	Rtt109 Vps75	HTR5A ag ctr	dFosB act	SR-BI HDL uptake	PvdQ acylase
CC(C)(C)OC(=O)NCC12C=CC(O1)C1C(=O)N(Cc3ccccc3)C(=O)C12 (stereo unspecified)	/	1.6	-2.4	-0.7	-1.9	-2.3	-11.8	-12.2	/	-6.1
CCN(Cc1ccncc1)Cc1nc(-c2ccc(C(=O)OC)cc2)no1	-20.8	1.6	/	1.2	-6.9	-1.5	2.2	-2.5	20.8	2.1

The list itself, repeating the preview:
canonical_smiles	SR-BI uptake up	cardiac RTF act	Wnt act	CDK5 p35 inh	MITF act	Rtt109 Vps75	HTR5A ag ctr	dFosB act	SR-BI HDL uptake	PvdQ acylase
CC(C)(C)OC(=O)NCC12C=CC(O1)C1C(=O)N(Cc3ccccc3)C(=O)C12 (stereo unspecified)	/	1.6	-2.4	-0.7	-1.9	-2.3	-11.8	-12.2	/	-6.1
CCN(Cc1ccncc1)Cc1nc(-c2ccc(C(=O)OC)cc2)no1	-20.8	1.6	/	1.2	-6.9	-1.5	2.2	-2.5	20.8	2.1
O=C(Nc1ccc(S(=O)(=O)NCC2CCCO2)cc1)c1cccc(F)c1 (stereo unspecified)	/	-4.6	-1.0	-1.1	-1.2	-7.0	1.0	-2.4	/	-5.4
COc1ccc2ccc(=O)oc2c1CC(=O)C(C)C	37.0	9.0	-1.0	4.4	/	2.1	-6.8	1.5	-37.0	0.4
CCOC(=O)c1sc(Nc2ccccc2)nc1C	-22.0	2.1	/	-0.3	94.2*	-0.9	1.1	-7.9	22.0	-12.0
CCc1noc(C)c1C(=O)Nc1cccc2ncccc12	-1.1	-5.5	0.6	0.3	4.0	-1.2	-1.6	-3.0	1.1	-0.1
Cc1cccc(OCCCC(=O)Nc2ccccc2C(F)(F)F)c1	38.3	-3.3	-4.9	-0.4	4.7	16.6	2.3	3.8	-38.3	-4.0
C[C@@H]1CN(Cc2nc(-c3cccs3)no2)C[C@H](C)O1	/	-5.7	5.4	-2.1	0.5	17.0	2.3	-1.9	/	0.6
Cc1cc(C)cc(OCCNC(=O)C(C)N2C(=O)c3ccccc3C2=O)c1 (stereo unspecified)	-3.2	0.0	-0.5	3.4	12.9	8.8	0.3	1.2	3.2	-1.2
CC(=O)N1CCCc2cc(S(=O)(=O)N(CC(C)C)CC(C)C)ccc21	-40.5	8.4	-1.3	0.6	-7.2	-7.5	0.6	-11.3	40.5	-4.7
Cc1ccc(C(=O)N/C(=C\c2cccs2)C(=O)NCCCn2ccnc2)cc1C	10.1	2.3	/	-1.6	-12.5	0.1	-2.9	1.3	-10.1	-9.4
CCN(CC(=O)Nc1ccc(C(C)=O)cc1)CC(=O)Nc1ccccc1C(F)(F)F	0.1	5.4	-3.1	0.3	-9.3	1.0	5.3	-0.3	-0.1	-7.3
Cc1noc(C)c1S(=O)(=O)N1CCC(C(=O)N2CCN(c3ccccc3Cl)CC2)CC1	-11.6	-6.3	-0.5	1.1	-8.6	6.6	7.2	-17.3	11.6	0.7
O=C(CNC(=O)N1CC(=O)Nc2ccccc21)Nc1ccccc1	/	2.9	0.9	-0.4	-1.1	-4.6	0.6	-4.8	1.5	-7.5
COc1ccc(-c2cc(C)nc(SCc3cccc(C(=O)O)c3)n2)cc1	43.0	3.3	0.1	-1.8	-1.8	6.5	3.3	-11.5	-43.0	-11.4
O=S(=O)(c1ccc(F)cc1)N1CCn2c(nc3ccccc32)C1	28.9	1.8	-1.3	-1.8	/	9.3	/	1.0	-28.9	-18.5
COc1ccc(Cl)cc1NC(=O)COC(=O)C1CCCCC1	3.5	0.9	24.4	0.0	-10.7	0.3	13.0	1.3	-3.5	8.0
CN1/C(=C\C(=S)NC(=O)c2ccccc2Cl)C(C)(C)c2ccccc21	-8.0	9.9	2.0	-0.6	-1.5	3.4	0.0	7.5	8.0	6.1
CC(C)Cc1cc(CNC(=O)C2CCC(=O)N(Cc3cccc(C(F)(F)F)c3)C2)on1 (stereo unspecified)	-6.4	-4.5	-0.9	-1.0	13.8	3.3	1.4	-16.1	6.4	-4.2
COc1ccccc1C(=O)NCCSCc1ccccc1Cl	-7.7	5.1	0.7	1.6	/	0.7	5.8	3.0	7.7	-2.2
O=[N+]([O-])c1ccc2nnn(O)c2c1	27.8	5.3	/	0.7	-7.0	-1.0	2.7	0.6	-27.8	-25.0
CCOc1ccc(OC(=O)c2cccnc2)cc1	30.4	6.1	9.7	-4.1	/	-3.0	10.5	-0.8	-30.4	23.1
COc1ccc(N2C(=O)C(Cl)=C(N3CCCC3)C2=O)cc1	-6.3	-4.5	-0.5	-0.4	0.7	-14.8	7.3	2.1	6.3	3.8
O=C(NCCSCc1ccco1)c1ccc(CN2CCOCC2)cc1	-1.9	-0.7	/	2.6	34.4	-10.2	-0.1	-0.2	1.9	-8.5
Cc1ccc(Cn2c(/C=C/c3ccco3)nc3ccccc32)cc1	-16.6	10.5	/	2.3	32.1	2.7	1.8	-11.8	16.6	0.0
Cc1cc(C)cc(NC(=S)/C(=C(\[O-])c2ccc(Cl)cc2Cl)[n+]2ccccc2)c1	-0.3	5.5	-2.0	2.3	-2.4	0.0	6.4	0.2	0.3	6.6
COc1ccc(N2CCN(Cc3cc(OC)c(O)c([N+](=O)[O-])c3)CC2)cc1	6.8	9.2	/	-1.2	0.4	0.1	0.2	-0.9	-6.8	-9.4
CC(NC(=O)Nc1ccccc1)C(c1cccs1)N1CCN(c2ccccc2)CC1 (stereo unspecified)	-37.5	6.5	-3.5	-5.1	/	-1.3	10.3	1.1	37.5	-10.4
O=C(COC(=O)[C@H](Cc1ccccc1)N1C(=O)c2ccccc2C1=O)Nc1ccc2c(c1)OCO2	5.1	-0.7	/	0.3	14.1	-5.1	1.0	-6.2	-5.1	1.2
CSc1nc(-c2ccccc2)nn1C(=O)c1ccco1	-4.2	1.0	3.9	0.9	12.1	9.6	-3.3	8.9	4.2	-12.3
COc1cccc(S(=O)(=O)Nc2ccc3c(c2)OCCO3)c1	-10.8	0.8	-3.5	1.2	-10.8	-2.8	-3.0	-6.2	10.8	-10.3
CCOc1ccc(S(=O)(=O)N2CCCC(C(=O)NCC3CCCO3)C2)cc1Cl (stereo unspecified)	-3.6	-1.3	-3.0	1.5	-6.1	/	1.2	0.4	3.6	7.9
O=c1[nH]cncc1OCc1ccccc1	10.5	2.4	-6.2	-0.6	4.4	-4.3	3.6	2.4	-10.5	-17.0
CCCC(NCC(O)COc1ccc(-c2ccccc2)cc1)c1ccccc1 (stereo unspecified)	1.6	-2.7	-0.2	1.5	-37.5	-1.4	11.5	-8.5	-1.6	-4.0
CCOc1cc(C)nc(Oc2ccc(=O)[nH]n2)n1	19.8	1.9	/	-1.7	-4.0	18.1	2.6	-1.2	-19.8	-0.9
Cc1cc(Nc2cccc(C)c2C)n2nc(C)nc2n1	3.4	-1.4	3.0	1.7	-23.1	14.8	1.4	6.5	-3.4	0.0
O=C(COC(=O)c1cc([N+](=O)[O-])ccc1N1CCOCC1)c1ccc(F)cc1	-84.0	-0.3	1.0	-1.1	12.9	-1.0	9.5	-2.9	84.0*	-1.0
CC(C)NC(=O)c1cc2ccccc2o1	7.1	0.9	-2.4	-1.0	/	-1.5	-0.1	0.8	-7.1	0.1
O=c1c2ccccc2nc(SCc2nnc(-c3ccccc3Br)o2)n1Cc1ccco1	43.6	1.7	-3.1	1.4	1.1	-12.1	6.5	3.1	-43.6	-6.8
COc1ccc(NC(=O)COC(=O)/C=C/c2cnc3ccccc3n2)cc1	-12.6	2.3	1.1	-0.4	2.2	3.4	4.6	-5.0	12.6	3.2
COc1cc(/C=N/n2nnnc2N)ccc1OC(C)=O	19.4	-3.6	1.6	-0.1	2.4	7.9	-1.4	-7.2	-19.4	-14.7
COc1cc(NC(=O)C(=O)N2CCN(C)CC2)c(OC)cc1Cl	-49.7	-4.4	-0.6	1.4	-22.4	-12.5	-0.6	-0.6	49.7	-1.7
COC(=O)N/N=C/c1ccccc1	1.1	-3.6	-0.9	-3.2	-0.2	-24.7	3.7	-3.8	-1.1	0.1
CC(Sc1ncnc2sccc12)C(=O)Nc1ccc(S(N)(=O)=O)cc1 (stereo unspecified)	-12.6	-0.7	-4.8	1.0	13.0	2.3	-2.0	-4.5	12.6	-0.2
COc1ccc(S(=O)(=O)N[C@@H](CC(C)C)C(=O)O)cc1	-14.1	-3.0	/	1.2	3.5	-1.5	-2.0	2.0	14.1	-9.5
CCC(C(=O)OCC(=O)Nc1c(Cl)cccc1Cl)c1ccccc1 (stereo unspecified)	-14.8	1.7	-0.5	2.5	12.3	-3.4	-2.9	-5.6	14.8	-12.1
COc1cc(OC)cc(C(=O)NCC(C)NC(=O)c2cc(OC)cc(OC)c2)c1 (stereo unspecified)	5.1	10.1	0.5	-0.1	/	-2.5	3.2	-15.1	-5.1	-16.5
CCCCn1nc(C(=O)Nc2cccc(C(=O)NC3CC3)c2)c2ccccc2c1=O	-69.6	-9.8	-1.1	1.3	4.6	1.7	-0.9	-15.9	69.6	-5.2
CN(C)S(=O)(=O)c1cccc(NC(=O)c2ccc(OC(F)(F)F)cc2)c1	-8.6	-2.4	-2.9	0.4	-3.6	15.3	6.2	-10.9	8.6	3.7
O=C(NN=C(Cc1ccccc1)Cc1ccccc1)c1ccccc1O	298.5*	/	-0.9	1.2	8.8	4.2	/	-18.9	-298.5	-3.7
Cc1ccc(C)c(C(C)NC(=O)CC#N)c1 (stereo unspecified)	14.4	-6.2	3.6	-0.7	-13.8	-3.9	-0.1	-3.9	-14.4	-9.8
CSCCC(NS(=O)(=O)c1ccc2c(c1)oc(=O)n2C)C(=O)NC1CCN(Cc2ccccc2)CC1 (stereo unspecified)	6.8	-3.8	-0.9	-1.2	14.2	1.7	-1.9	-1.1	-6.8	-18.3
O=C(NCCCn1ccnc1)Nc1ccc(Cl)cc1Cl	11.5	3.2	/	0.0	-6.5	-4.2	1.6	-6.6	-11.5	5.3
S=C(NCCCCc1ccccc1)NCc1ccccc1	3.9	-5.6	-1.9	-1.9	-1.9	3.9	11.9	-3.3	-3.9	2.4
Cc1nc2scc(C)n2c(=O)c1S(=O)(=O)N1CCN(c2ccc([N+](=O)[O-])cc2)CC1	26.1	-2.4	1.2	2.0	1.8	1.2	5.8	-9.2	-26.1	-4.0
Cc1ccc(C(=O)CC(c2cccs2)S(=O)(=O)c2ccc(C)cc2)cc1 (stereo unspecified)	-5.7	-6.3	-2.4	-1.1	78.2	-3.8	2.6	1.4	5.7	-4.9
Cc1cccc(C(=O)NCCc2csc(C)n2)c1	20.6	-5.0	4.7	0.8	24.0	-4.0	-0.4	-3.7	-20.6	2.3
CC(=O)Nc1cccc(-c2nc3ccccc3c(=O)o2)c1	-4.3	3.7	-6.6	0.6	5.9	18.3	8.7	1.9	4.3	-14.9

Compound activity from PubChem BioAssay.
